Bioassay records from PubChem.
HUVEC inhibit: blocks proliferation of human endothelial cells | 86,000 compounds, 1.1% hits | viability, % at 10 µM (by protocol) | HUVEC proliferation, CellTiter-Glo luminescence, 72 h; stronger effect = lower value;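 active = viability at or below 30%; inactive = viability above 30%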;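 also: 100% = median luminescence of DMSO-only cell control wells on each plate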
sEH activator: soluble epoxide hydrolase (human) activation; P34913; purified human sEH enzymatic activity, activator screen; activation, % at 2 µM; 91,000 compounds, 0.04% hits; in the data active = activation above about 37%; also: values of inactives mirror those of a sister screen read the other way
Target sequence (P34913 whole entry, looked up): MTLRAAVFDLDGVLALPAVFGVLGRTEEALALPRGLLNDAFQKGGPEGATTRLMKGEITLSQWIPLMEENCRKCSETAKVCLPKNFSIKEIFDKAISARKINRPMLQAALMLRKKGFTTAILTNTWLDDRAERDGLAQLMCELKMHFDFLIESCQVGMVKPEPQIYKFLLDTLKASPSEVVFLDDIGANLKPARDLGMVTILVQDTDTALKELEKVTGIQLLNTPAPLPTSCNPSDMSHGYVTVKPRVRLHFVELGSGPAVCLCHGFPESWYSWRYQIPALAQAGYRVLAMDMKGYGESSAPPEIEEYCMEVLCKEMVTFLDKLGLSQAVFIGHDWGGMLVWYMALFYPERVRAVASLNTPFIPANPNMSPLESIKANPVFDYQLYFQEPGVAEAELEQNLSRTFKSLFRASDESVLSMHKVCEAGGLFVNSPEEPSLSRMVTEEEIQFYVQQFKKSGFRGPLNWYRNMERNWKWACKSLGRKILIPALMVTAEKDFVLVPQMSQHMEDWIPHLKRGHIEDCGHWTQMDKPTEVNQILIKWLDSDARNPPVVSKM
Candida biofilm: kills Candida albicans biofilms; C. albicans biofilm + clotrimazole, Alamar Blue; inhibition, % at 6 µM; 85,000 compounds, 0.14% hits; AID 834;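 active = inhibition above 20%; inactive = inhibition below 20%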;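 also: preformed 24 hr biofilms exposed to compound for 48 hr; 0% = biofilm without compound and 100% = blank killed by clotrimazole plus chlorhexidine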
H69AR growth 86K: growth inhibitors of human H69AR lung tumor cells | H69AR lung tumor viability, ATP luminescence, 72 h; stronger effect = lower value | viability, % at 10 µM | 85,000 compounds, 6% hits;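 active = viability at or below 40%; inactive = viability above 40%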;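 also: multidrug resistant small cell line overexpressing MRP-1 efflux transporter; 100% = mean luminescence of untreated control wells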
ERb coact inh: ER-beta (human) coactivator binding inhibition. 86,000 compounds, 1.3% hits. inhibition, % at 25.6 µM. TR-FRET ER-beta LBD / SRC1-Cy5 peptide binding; receptor agonist-loaded with 1 µM estradiol;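 active = compounds whose percent inhibition of the receptor-coactivator binding signal exceeds about 50% in the single-dose screen, limit read from the data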;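 also: 0% = receptor plus peptide wells without compound and 100% = peptide-only wells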
Target sequence (Q92731 whole entry, looked up, the tested form may be a part): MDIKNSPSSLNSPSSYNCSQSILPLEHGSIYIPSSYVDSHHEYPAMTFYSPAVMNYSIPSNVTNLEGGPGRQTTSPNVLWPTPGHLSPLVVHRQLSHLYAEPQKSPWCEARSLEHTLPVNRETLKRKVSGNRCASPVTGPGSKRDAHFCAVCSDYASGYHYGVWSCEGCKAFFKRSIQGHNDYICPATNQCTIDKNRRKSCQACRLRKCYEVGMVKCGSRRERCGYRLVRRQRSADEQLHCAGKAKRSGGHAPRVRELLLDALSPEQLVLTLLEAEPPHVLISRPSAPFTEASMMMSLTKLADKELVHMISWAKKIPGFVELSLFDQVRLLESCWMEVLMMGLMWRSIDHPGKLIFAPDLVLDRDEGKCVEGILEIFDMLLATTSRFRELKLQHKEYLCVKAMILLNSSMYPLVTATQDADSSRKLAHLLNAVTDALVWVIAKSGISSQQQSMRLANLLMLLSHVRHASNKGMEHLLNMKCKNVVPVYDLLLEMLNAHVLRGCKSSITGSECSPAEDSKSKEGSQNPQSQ
ERa SRC1 pot: enhances coactivator binding to human estrogen receptor alpha; TR-FRET ERalpha-LBD/SRC-Cy5 coactivator binding, 2 h; 100 = basal binding, no effect; coactivator binding (% of control), % at 25.6 µM; 86,000 compounds, 1.3% hits; AID 639; in the data active = activity above about 200%;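 also: binding measured in presence of low estradiol as agonist stimulus; 0% = peptide alone without receptor and 100% = receptor with peptide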
ERa coact inh: blocks coactivator binding to human estrogen receptor alpha | P03372 | TR-FRET ER-alpha LBD / SRC-1 peptide, estradiol-bound | inhibition, % at 25.6 µM | 86,000 compounds, 1.7% hits | AID 629; in the data active = inhibition above about 50%;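 also: 0% = receptor plus peptide control and 100% = peptide only without receptor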
Lung fibro prol: blocks proliferation of human lung fibroblasts; LL 47 human lung fibroblast viability, ATP luminescence; stronger effect = lower value; viability, % at 10 µM; 85,000 compounds, 1.1% hits;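 active = viability at or below 50% in the single dose screen; inactive = viability above 50%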;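 also: compound exposure lasted 72 h before the ATP readout; 100% = median luminescence of untreated cell-only wells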
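Benchmarks: Cell-only wells, no compound | Test system: LL 47 human lung fibroblasts, passage 12 or lower | Input: 1,150 cells/well | Measured by: CellTiter-Glo luminescence measuring cellular ATP | Medium: IMEM, 15% FBS supplement | Schedule: Overnight attachment after seeding, then 72 h compound exposure at 37 °C | Doses: Compound addition at 0.1% DMSO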
Smad3 FoxH1 inh: inhibitors of human Smad3 transcription factor binding; TR-FRET Smad3/Dy647-FoxH1 peptide binding, europium anti-His; inhibition, % at 25 µM; 88,000 compounds, 0.29% hits;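 active = compounds that reduce the energy-transfer binding signal between the protein and its labelled peptide by more than half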;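 also: 0% = Smad3 plus labelled peptide maximal FRET and 100% = peptide-only background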
Starred values were filed as active, the others as inactive; . = no result given; & = joins results of further samples; [ ] = dose if it differs, or a comment. An excerpt, so the mix of outcomes need not match the whole.

SMILES	HUVEC inhibit	sEH activator	Candida biofilm	H69AR growth 86K	ERb coact inh	ERa SRC1 pot	ERa coact inh	Lung fibro prol	Smad3 FoxH1 inh
COc1ccc(N(CC(=O)N2CCCCC2)S(=O)(=O)c2c(C)nn(C)c2C)cc1	96.9	-10.2	9.1	97.0	1.4	111.2[fluorescence artefact?]	-7.3	103.3	-7.6
CC(C)C1CC(c2csc(N)n2)CCO1 (stereo not drawn)	94.7	-7.2	-1.2	94.4	-3.0	106.5	4.8	102.2	8.0
CC1CCC2(CC1)NC(CO)(CO)CO2 (stereo not drawn)	103.4	-4.2	6.8	93.3	-0.8[fluorescence artefact?]	86.8	18.8	107.2	5.2
C=C(C)C1Cc2c(C)nn(-c3cccc4ccccc34)c2C1 (stereo not drawn)	99.1	21.7	2.5	41.9	-2.7	81.1	9.4	80.1	1.7
O=C(c1ccco1)N1CCN(Cc2ccccc2C(F)(F)F)CC1	99.7	-5.6	1.5	86.6	5.6	113.7[fluorescence artefact?]	-8.1	95.0	6.4[fluorescence artefact?]
CC1(C)C(c2ccccc2)=[N+]([O-])CN1O	95.8	.	8.1	34.0*	-6.0[fluorescence artefact?]	120.7	-5.4	.	1.5
C#CCNc1cc(C)nc2ncnn12	91.2	-0.6	6.5	101.3	-0.1[fluorescence artefact?]	117.5[fluorescence artefact?]	-0.3	97.1	6.4
O=C1CNC(=O)/C1=C\N1CCN(C(c2ccccc2)c2ccccc2)CC1	87.5	.	3.7	76.8	7.3	83.8	-2.0	96.1	16.4[fluorescence artefact?]
COc1ccc(CCNC(=O)c2c(C)cc(=O)oc2C)cc1OC	96.2	-26.5	7.4	96.0	0.5[fluorescence artefact?]	111.1	-3.7	105.9	-2.1
O=C(Cn1cc2c(n1)CCCC2)NCCCN1CCN(Cc2ccccc2)CC1	87.7	-0.3	5.4	86.6	-8.9	108.2	-8.8	99.7	-5.7
CCOC(=O)CCc1n[nH]c(=O)[nH]c1=O	95.6	4.6	4.5	95.4	0.4[fluorescence artefact?]	119.1	3.8	104.7	0.3
CC(=O)COc1ccc2c(C)c(C)c(=O)oc2c1	102.2	7.5	-3.3	89.6	29.9	84.8	7.5	113.1	-7.6
Cc1nc(NCc2ccco2)[nH]c(=O)c1CCC(C)C	92.7	-4.9	6.1	108.5	-0.5	87.5[fluorescence artefact?]	-5.3	89.6	-2.8
CCOC(=O)c1c(C)[nH]c(C(=O)OCC(=O)Nc2cc(C)ccc2OC)c1C	30.8	.	5.5	15.8*	11.9	108.4	13.1[fluorescence artefact?]	23.5*	11.7[fluorescence artefact?]
CCOC(=O)CSCC(=O)Nc1c(C(=O)C2CC2)oc2ccccc12	89.4	-6.6	2.9	83.8	-4.0	105.0	0.1	96.0	2.7
O=C(O)Cn1cc(C(=S)N2CCOCC2)c2ccccc21	88.2	6.8	5.0	95.3	9.3	96.8	4.9	96.4	-1.1
CCOc1ccccc1NS(=O)(=O)c1ccc(Br)s1	97.8	-5.8	-0.4	96.8	1.6	106.3	-3.2	95.4	-7.2
Cc1ccc(OCCN2CCN(c3ncnc4sc(C)c(C)c34)CC2)cc1	46.2	1.7	-1.9	80.5	-14.9	96.8	-5.3	97.4	16.2
COc1ccc(-c2cn3c(C)c(C(=O)N4CCN(c5ccc(F)cc5)CC4)sc3n2)cc1	98.3	11.9	-2.4	90.1	-22.8	104.7	-4.0[fluorescence artefact?]	92.6	-0.1
CC(=O)N(Cc1ccc(F)cc1)C1=C(NCCc2ccccc2)C(=O)c2ccccc2C1=O	4.3*	-10.0	2.4	1.2*	1.8	99.0[fluorescence artefact?]	5.2	1.8*	27.2
CC1(C)OC(=O)C(=CNc2ccccc2F)C(=O)O1	91.6	-5.0	0.9	96.9	-9.4	97.0	1.7	97.5	-3.7
O=C(CN1CCOCC1)Nc1scc(-c2ccccc2)c1C(=O)N1CCOCC1	108.5	4.5	7.0	95.5	-5.3	116.0	-8.8	103.7	9.8[fluorescence artefact?]
Cc1cc(=O)oc2cc(OCC(=O)NCc3ccccn3)ccc12	94.7	-7.3	2.8	92.6	-1.8	92.9	1.8	97.7	12.2
CC(=O)Nc1c(C(=O)NCc2ccccc2)nnn1Cc1ccccc1	107.9	5.7	5.7	93.2	0.7	113.6	-16.4	97.7	-7.9
Cc1c(C(=O)OC2CCC(C)CC2)[nH]c2c1C(=O)CCC2 (stereo not drawn)	100.0	-0.8	8.4	95.2	3.5	88.8	5.7	91.1	3.8

Further records.
SMILES	HUVEC inhibit	sEH activator	Candida biofilm	H69AR growth 86K	ERb coact inh	ERa SRC1 pot	ERa coact inh	Lung fibro prol	Smad3 FoxH1 inh
O=C(CCC(=O)N1CCN(S(=O)(=O)c2ccccc2)CC1)NC1CCCc2ccccc21 (stereo not drawn)	94.6	-75.7	12.0	90.8	-3.1[fluorescence artefact?]	109.2	3.9	100.8	0.1
O=C(NCc1nnc2n1CCCCC2)c1ccc(Cl)cc1Cl	95.4	9.9	1.9	100.8	-3.4	125.4	-6.0	90.0	0.4
Cc1c2cn[nH]c(=O)c2c(C)n1Cc1ccc(F)cc1	103.4	.	2.3	94.0	-8.3	97.3	-5.1	102.1	-12.8
Cn1c(=O)n(C)c2cc(S(=O)(=O)NCCOCCO)ccc21	98.8	-2.2	-3.0	102.2	20.9	72.9	12.7	103.1	3.7
O=C(CCn1c(SCC(=O)NCc2ccco2)nc2ccccc2c1=O)NCCc1ccccc1	91.0	-19.3	3.3	97.0	-3.1	112.1	16.6	102.7	-1.2
COc1ccc(S(=O)(=O)Cc2ccc(C(=O)N3CCN(Cc4ccccc4)CC3)o2)cc1	106.3	.	3.5	96.1	0.6[fluorescence artefact?]	139.2	-5.3	108.5	6.5
O=C(O)CCSc1nnc(-c2ccccc2)n1-c1ccccc1	96.0	.	3.7	107.6	9.9[fluorescence artefact?]	111.9	2.4[fluorescence artefact?]	108.4	-0.4
COC(=O)/C=C(\C)NC(=O)c1cccs1	106.5	-4.9	0.8	99.6	-7.5	98.6	-8.9	105.6	-6.7
CCOC(=O)c1c(NC(=O)CN2CCN(C(=O)c3ccco3)CC2)sc2c1CCCC2	62.6	5.4	.	93.5	-1.9[fluorescence artefact?]	79.2	5.8	92.1	-4.7
Cc1oc2nc(SCC(=O)NCc3cccnc3)nc(N)c2c1C	94.0	18.4	10.4	86.3	-5.9	134.3	-3.5	93.2	8.3
CCCCCCOC(=O)Sc1nc2ccccc2o1	72.6	2.0	-3.6	63.8	26.6	56.3	27.5	102.1	1.8
N=c1sccn1CC(=O)Nc1ccc(S(=O)(=O)N2CCOCC2)cc1	99.9	.	6.2	89.0	5.0	107.8	5.3	105.9	-2.1
CCCNC(=O)CN(c1ccc(F)c(Cl)c1)S(C)(=O)=O	88.5	1.1	6.4	83.0	-1.7	111.5	-3.3	92.9	-5.0
CCOC(=O)CC1C(=O)NCCN1C(=O)c1cc2c(=O)n3ccccc3nc2s1 (stereo not drawn)	89.0	-5.4	15.1	89.2	9.2	73.9[fluorescence artefact?]	9.2	98.3	-24.7
O=C(C1=C(O)C(=O)N(c2ncccn2)C1c1cccc(Cl)c1)c1ccco1 (stereo not drawn)	96.7	6.2	9.5	87.4	9.4	98.3	4.1	107.4	10.4[fluorescence artefact?]
CCN(CC)c1ccc(-n2c(C)c(C(C)=O)c(C(C)=O)c2C)cc1	105.6	12.4	0.0	90.9	-3.2	85.6	-0.3	92.5	7.2
CCOC(=O)C1=C(Cn2cnc3ccccc32)NC(=O)NC1c1ccc(OC)cc1 (stereo not drawn)	100.1	-5.2	-5.2	105.4	-0.9	99.7	-4.4	98.7	-2.2
O=C(Oc1ccc(N(Cc2cccs2)C2=NS(=O)(=O)c3ccccc32)cc1)c1ccccc1	87.6	19.7	-2.5	91.3	-5.6	137.6	-2.1	97.0	-8.1
CCOc1ccc(Cl)cc1CSc1n[nH]c(CC)n1	94.7	9.7	11.0	98.0	-3.5	110.5	-11.2	104.5	4.0
CSc1nc(NC(C)(C)C)nc(Oc2ccc(=O)[nH]n2)n1	107.8	3.4	2.3	101.8	-19.0	105.7	-18.7	103.8	7.6
COc1ccccc1NC(=O)CSc1nc(O)cc(=O)n1-c1ccccc1OC	96.1	9.6	6.0	108.6	6.8[fluorescence artefact?]	98.2	11.4	105.6	4.1
COc1ccc2ccccc2c1/C=N/O	90.5	-7.5	3.2	86.1	-12.2	112.0	-4.2	95.2	10.0
CCC(=O)c1ccccc1OCCCn1cncn1	95.1	1.6	7.6	89.9	-3.6	113.0[fluorescence artefact?]	-12.2	102.5	0.4
CCOc1c(C)cc(-c2ncccc2O)cc1C	109.1&95.3	8.8&-5.2	7.3&3.7	83.8&76.7	-5.4&2.0	122.3&92.1[fluorescence artefact?]	-2.4&5.4	98.4&89.7	3.2&9.7
COCCCn1c(SCC(=O)N2CCc3ccccc32)nnc1-c1ccco1	84.6	-0.4	10.6	97.9	-4.2	98.4	-3.4	91.1	8.1

Next section
SMILES	HUVEC inhibit	sEH activator	Candida biofilm	H69AR growth 86K	ERb coact inh	ERa SRC1 pot	ERa coact inh	Lung fibro prol	Smad3 FoxH1 inh
CN(C)C(=O)NC1CCCCCCCCCCC1	104.5	7.0	2.9	97.9	-5.4	104.3[fluorescence artefact?]	-1.8	93.5	3.8
Cc1nc2c(o1)CCc1ccccc1C2O (stereo not drawn)	100.9	-16.8	9.6	99.1	-0.6	117.6	-2.9	97.9	14.6
COC(=O)c1ccc2c(c1)N(Cc1nc(-c3cccc(Cl)c3)oc1C)C(=O)C1CCCN21 (stereo not drawn)	82.6	.	-6.2	68.1	41.5[fluorescence artefact?]	92.9	11.0	85.2	-8.6
O=C(Nc1ccccc1)NC1(C(=O)NCCCN2CCOCC2)CCCCC1	103.9	.	9.4	104.9	-4.8	125.2	3.7	99.7	4.8
O=C1CC(Nc2ccc(N3CCOCC3)cc2)C(=O)N1c1ccccc1 (stereo not drawn)	83.8	3.3	5.2	100.9	-7.8	119.0	5.2	98.9	-0.2
CCN(CC)S(=O)(=O)c1ccc(-n2cnnn2)c(C)c1	90.8	8.1	6.0	87.8	-0.9[fluorescence artefact?]	106.9	0.5[fluorescence artefact?]	108.5	1.9
CC1Cc2ccccc2N1C(=O)CSc1ncccc1C(=O)O (stereo not drawn)	92.5	0.6	-2.1	94.2	-6.3	115.5	-5.6	97.8	4.3[fluorescence artefact?]
O=C(O)c1ccccc1C(=O)N(Cc1ccccc1)Cc1ccccc1	90.5	5.8	5.0	94.5	-3.8	97.9	-6.7	97.1	10.9
Cc1nc2ccccn2c1C(=O)Nc1ccc2c(c1)OCCO2	87.8	-0.9	3.7	90.5	-15.9	105.6	-14.6	93.7	6.5
CCOC(=O)c1c(C(F)(F)C(F)(F)C(F)(F)C(F)(F)F)n[nH]c1C	105.0	-0.7	9.5	64.9	3.9	92.8	9.6[fluorescence artefact?]	99.2	1.9
COC(=O)C(O)(CC(=O)c1ccc(OC)cc1)C(F)(F)F (stereo not drawn)	91.0	4.7	10.6	82.2	0.1	114.2	4.2	98.0	10.1

Molecules from the list above that contain a CF3 group (three):
SMILES	HUVEC inhibit	sEH activator	Candida biofilm	H69AR growth 86K	ERb coact inh	ERa SRC1 pot	ERa coact inh	Lung fibro prol	Smad3 FoxH1 inh
O=C(c1ccco1)N1CCN(Cc2ccccc2C(F)(F)F)CC1	99.7	-5.6	1.5	86.6	5.6	113.7[fluorescence artefact?]	-8.1	95.0	6.4[fluorescence artefact?]
CCOC(=O)c1c(C(F)(F)C(F)(F)C(F)(F)C(F)(F)F)n[nH]c1C	105.0	-0.7	9.5	64.9	3.9	92.8	9.6[fluorescence artefact?]	99.2	1.9
COC(=O)C(O)(CC(=O)c1ccc(OC)cc1)C(F)(F)F (stereo not drawn)	91.0	4.7	10.6	82.2	0.1	114.2	4.2	98.0	10.1
